Bioassay records: PubChem BioAssay, several laboratories
Hck-Nef inh: inhibitors of human Hck kinase activated by Nef | P08631 | 0.68% of 220,000 active | Recombinant Hck-YEEI plus Nef, Z-Lyte FRET kinase assay | inhibition, % at 20 µM | AID 463187;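 active means Hck-Nef kinase inhibition above about 50%, limit read from the data; inactive means inhibition below that limit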;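 further: 0% = DMSO with Hck plus Nef and 100% = Hck alone without Nef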
Runt-CBFb FRET: Runt domain-CBFb interaction inhibition; inhibition, % at 20 µM; 0.46% of 220,000 active; Q01196+Q13951; Cerulean-Runt/Venus-CBFb FRET ratio 530/480, 1 h;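 active means inhibition over about 50% at 20 µM in the single-dose screen, limit read from the data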;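 further: 0% = DMSO wells and 100% = excess unlabeled CBFb competitor control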
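Measured by: fluorescence energy transfer, 422 nm excitation, 530/480 nm emission; Assay system: Cerulean-Runt domain; Medium: Tris pH 7.5 buffer with BSA; Measure: loss of energy transfer signal; Controls: 5 µM unlabeled CBFb as full-inhibition high control; Incubation: protein complex preformed 1 h, compound exposure 1 h, room temperature, dark.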
FXIa inh: blocks human coagulation factor XIa protease activity. 0.14% of 220,000 active. P03951. inhibition, % at 5 µM. purified FXIa, Boc-Glu-Ala-Arg-AMC fluorogenic substrate;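 active means inhibition of at least 40%; inactive means inhibition below 40%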;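 further: fluorescence of freed AMC excited at 355 nm; 0% = enzyme without compound and 100% = no enzyme blank; many of its hits are not listed in these tables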
hK5 inh: inhibitors of human kallikrein 5. Q9Y337. recombinant hK5, fluorogenic AMC substrate cleavage. inhibition, % at 5 µM. 0.59% of 210,000 active;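 active means inhibition of 40% or more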;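 further: 0% = enzyme controls without compound and 100% = no-enzyme blanks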
14-3-3 Bad inh: disrupts binding of bovine 14-3-3 zeta to phospho-Bad peptide; P63103; TR-FRET 14-3-3zeta/Dy647-pBad peptide displacement, 1 h; inhibition, % at 21.7 µM; 0.71% of 220,000 active;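 active means inhibition above about 70%, limit read from the data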;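 further: 0% = full 14-3-3 plus peptide FRET controls and 100% = background without 14-3-3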
Target sequence (P63103 whole entry, looked up): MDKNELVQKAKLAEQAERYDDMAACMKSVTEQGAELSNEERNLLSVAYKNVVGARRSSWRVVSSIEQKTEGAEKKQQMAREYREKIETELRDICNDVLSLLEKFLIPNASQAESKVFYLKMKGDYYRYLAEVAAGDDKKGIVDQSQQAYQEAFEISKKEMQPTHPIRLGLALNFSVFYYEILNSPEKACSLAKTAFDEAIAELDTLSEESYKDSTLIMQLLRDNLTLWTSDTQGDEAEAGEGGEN
Runt-SMMHC FRET: Runt domain-CBFb-SMMHC interaction inhibition; 0.74% of 220,000 active; Q01196+Q13951; inhibition, % at 20 µM; Cerulean-Runt/Venus-CBFb-SMMHC FRET ratio 530/480, 1 h;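 active means mean inhibition across duplicate retests at 20 µM reaching about 50%, limit read from the data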;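 further: 0% = DMSO wells and 100% = wells with excess untagged CBFb-SMMHC; inhibitors lower the FRET ratio by blocking Runt binding to CBFb-SMMHC; some results filed as inactive read as strong as hits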
FXIIa inh 1536: factor XIIa (human) inhibition. P00748. 0.3% of 220,000 active. purified FXIIa, Boc-QGR-AMC fluorogenic substrate, 2 h. inhibition, % at 5 µM. AID 800; in the data active means inhibition above about 40%;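 further: 0% = enzyme with no compound and 100% = blank without enzyme; many of its hits are not listed in these tables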
Thrombin inh: inhibitors of human thrombin; P00734; alpha-thrombin, Boc-VPR-AMC fluorogenic substrate cleavage; inhibition, % at 5 µM; 0.26% of 220,000 active;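 active means inhibition at or above 40%; inactive means inhibition below 40%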;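 further: 0% = enzyme with no compound and 100% = wells without enzyme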
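signal = AMC fluorescence, 355/460 nm | material = human alpha-thrombin enzyme | control set = enzyme without compound as high, wells lacking enzyme as low | times = reaction at room temperature | read-out basis = percent inhibition scaled between no-compound controls and no-enzyme blanks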
Wee1 degr inh: inhibitors of human Wee1 degradation; reporter increase, % at 5 µM; HeLa Luc-Wee1K328M stability, luciferase luminescence; 100% = proteasome inhibitor MG132 effect; 1.2% of 220,000 active; P30291;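 active means activation above the mean of all tested compounds plus 3 SD, set per screening run, cut at about 8.8% in these data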;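 further: cells exposed to compound for 20 h before luminescence read; 0% = DMSO alone and 100% = MG132 at 30 µM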
Target sequence (P30291 whole entry K328M): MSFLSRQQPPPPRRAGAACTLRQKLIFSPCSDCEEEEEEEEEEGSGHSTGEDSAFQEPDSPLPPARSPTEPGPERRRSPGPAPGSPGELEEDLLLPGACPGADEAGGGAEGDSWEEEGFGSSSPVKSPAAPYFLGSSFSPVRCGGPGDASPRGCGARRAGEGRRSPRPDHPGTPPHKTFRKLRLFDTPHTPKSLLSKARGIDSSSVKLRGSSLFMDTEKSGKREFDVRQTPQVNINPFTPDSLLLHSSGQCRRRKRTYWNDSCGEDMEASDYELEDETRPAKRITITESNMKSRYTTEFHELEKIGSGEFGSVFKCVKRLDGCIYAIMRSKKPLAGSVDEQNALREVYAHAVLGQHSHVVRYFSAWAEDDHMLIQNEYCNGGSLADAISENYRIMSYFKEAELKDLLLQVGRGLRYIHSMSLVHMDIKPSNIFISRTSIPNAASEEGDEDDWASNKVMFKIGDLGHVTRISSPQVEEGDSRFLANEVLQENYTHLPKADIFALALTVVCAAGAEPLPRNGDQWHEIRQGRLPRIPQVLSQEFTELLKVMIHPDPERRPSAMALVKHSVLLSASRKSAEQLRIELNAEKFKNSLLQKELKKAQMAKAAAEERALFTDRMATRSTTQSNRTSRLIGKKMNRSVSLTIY
An asterisk follows results filed as active; [ ] = another dose, or the depositor's remark.

O=C(O)COc1ccc(Br)cc1/C=N/O was read as Hck-Nef inh 2.8, Runt-CBFb FRET 0.8, FXIa inh 3.8, hK5 inh -5.2, 14-3-3 Bad inh -8.0, Runt-SMMHC FRET -6.6, FXIIa inh 1536 6.7, Thrombin inh -5.3 and Wee1 degr inh 0.4.
CCc1ccc(C2C(C#N)=C(N)OC3=C2C(=O)CCC3)s1 (stereo not given) was read as Hck-Nef inh 15.1, Runt-CBFb FRET 9.5, FXIa inh 1.2, hK5 inh 4.0, 14-3-3 Bad inh 3.8, Runt-SMMHC FRET -3.6, FXIIa inh 1536 8.1, Thrombin inh -3.4 and Wee1 degr inh 1.6.
Screening CCOc1ccc(NC(=O)CCS(=O)(=O)c2cccc3nsnc23)cc1 returned Hck-Nef inh -7.0, Runt-CBFb FRET 0.7, FXIa inh -0.5, hK5 inh 10.3, 14-3-3 Bad inh -4.5[fluorescence artefact?], Runt-SMMHC FRET 0.5, FXIIa inh 1536 17.4, Thrombin inh 0.1 and Wee1 degr inh 0.5.
CCOc1ccc(-c2nnc3ccc(SCC(=O)Nc4nc5ccccc5s4)nn23)cc1 was read as Hck-Nef inh 5.6, Runt-CBFb FRET -3.5, FXIa inh 6.2, hK5 inh -1.8, 14-3-3 Bad inh -7.0, Runt-SMMHC FRET -10.1, FXIIa inh 1536 -2.8, Thrombin inh -3.4 and Wee1 degr inh -0.7.
Screening Cc1c(N=Cc2c(O)n(C3CCCCC3)c(=O)[nH]c2=O)c(=O)n(-c2ccccc2)n1C returned Hck-Nef inh 1.2, Runt-CBFb FRET -6.2, FXIa inh 1.1, hK5 inh 16.1, 14-3-3 Bad inh 5.5, Runt-SMMHC FRET 1.8, FXIIa inh 1536 11.9, Thrombin inh 0.9 and Wee1 degr inh -1.9.
Screening COC(=O)COc1cccc2c(=O)n(CC(=O)Nc3ccc4c(c3)OCCO4)ccc12 returned Hck-Nef inh 6.3, Runt-CBFb FRET -3.7, FXIa inh 0.3, hK5 inh 0.4, 14-3-3 Bad inh 2.3, Runt-SMMHC FRET -7.8, FXIIa inh 1536 3.0, Thrombin inh -3.3 and Wee1 degr inh 2.6.
For Cc1ccnc(NC(=O)Cc2ccc(F)cc2)n1 the results were Hck-Nef inh 18.6, Runt-CBFb FRET 1.9, FXIa inh -2.4, hK5 inh -3.9, 14-3-3 Bad inh 5.7, Runt-SMMHC FRET -5.3, FXIIa inh 1536 -0.2, Thrombin inh -2.8 and Wee1 degr inh -2.3.
Screening CCc1cc2cc(C)cc(C)c2nc1SCC(=O)N1CCCC1 returned Hck-Nef inh 5.8, Runt-CBFb FRET -8.3, FXIa inh 2.4, hK5 inh -11.9, 14-3-3 Bad inh -2.8, Runt-SMMHC FRET -4.8, FXIIa inh 1536 9.9, Thrombin inh -3.1 and Wee1 degr inh 2.7.
COc1ccc(S(=O)(=O)N2CCOCC2)c(C)c1C was read as Hck-Nef inh -5.6, Runt-CBFb FRET -3.6, FXIa inh 1.5, hK5 inh -11.8, 14-3-3 Bad inh -1.0, Runt-SMMHC FRET 4.3, FXIIa inh 1536 9.3, Thrombin inh -0.2 and Wee1 degr inh -1.1.
CC(C)OCC(O)CCc1n[nH]c(=S)n1-c1ccccc1 (stereo not given) was read as Hck-Nef inh 0.7, Runt-CBFb FRET 9.2, FXIa inh 6.4, hK5 inh -16.9, 14-3-3 Bad inh -29.1, Runt-SMMHC FRET 1.8, FXIIa inh 1536 9.2, Thrombin inh -5.8 and Wee1 degr inh 1.4.
COc1cc(C(=O)O)cc(NC(=O)c2cccs2)c1OC was read as Hck-Nef inh -2.1, Runt-CBFb FRET -1.8, FXIa inh -0.7, hK5 inh -11.8, 14-3-3 Bad inh -13.6, Runt-SMMHC FRET 2.7, FXIIa inh 1536 11.0, Thrombin inh -9.7 and Wee1 degr inh 5.5.
Screening CN=c1sc2ccccc2n1CC(O)c1ccccc1 (stereo not given) returned Hck-Nef inh 19.2, Runt-CBFb FRET 0.5, FXIa inh -2.9, hK5 inh -0.1, 14-3-3 Bad inh -4.9, Runt-SMMHC FRET -3.0, FXIIa inh 1536 5.3, Thrombin inh -8.8 and Wee1 degr inh -0.7.
CC(=O)N1N=C(c2ccc3ccccc3c2)OC1(C)C was read as Hck-Nef inh -0.4, Runt-CBFb FRET -3.4, FXIa inh 1.6, hK5 inh -15.4, 14-3-3 Bad inh -5.0[fluorescence artefact?], Runt-SMMHC FRET 1.1, FXIIa inh 1536 6.0, Thrombin inh -7.2 and Wee1 degr inh -0.7.
COc1cc([N+](=O)[O-])cc2sc(NC(=O)c3c(F)cccc3F)nc12 was read as Hck-Nef inh 18.3, Runt-CBFb FRET 3.6, FXIa inh -0.6, hK5 inh -6.2, 14-3-3 Bad inh -8.7, Runt-SMMHC FRET -0.5, FXIIa inh 1536 6.6, Thrombin inh 4.9 and Wee1 degr inh -0.9.
For COC(=O)CC1SC(=O)NC1=O (stereo not given) the results were Hck-Nef inh -1.3, Runt-CBFb FRET 0.7, FXIa inh 1.2, hK5 inh -3.4, 14-3-3 Bad inh -0.8, Runt-SMMHC FRET 1.8, FXIIa inh 1536 9.8, Thrombin inh -2.4 and Wee1 degr inh 0.4.
COc1ccc(OC)c(S(=O)(=O)NC(N)=NCCc2ccccc2OC)c1 was read as Hck-Nef inh 24.2, Runt-CBFb FRET 0.5, FXIa inh -3.3, hK5 inh -1.0, 14-3-3 Bad inh -8.9, Runt-SMMHC FRET -2.1, FXIIa inh 1536 5.7, Thrombin inh -7.5 and Wee1 degr inh -2.6.
`CSC1=NCCN1C(=O)c1ccc(S(=O)(=O)N2CCOCC2)cc1` gave Hck-Nef inh 2.5, Runt-CBFb FRET 0.4, FXIa inh -1.7, hK5 inh 0.6, 14-3-3 Bad inh 2.8, Runt-SMMHC FRET 0.6, FXIIa inh 1536 19.0, Thrombin inh -4.8 and Wee1 degr inh -1.4.
`CCc1nnc(NC(=O)CSc2nnc(C)n2Cc2ccccc2)s1` gave Hck-Nef inh 6.6, Runt-CBFb FRET -0.6, FXIa inh 10.9, hK5 inh -5.6, 14-3-3 Bad inh -1.6[fluorescence artefact?], Runt-SMMHC FRET -2.5, FXIIa inh 1536 19.6, Thrombin inh 2.5 and Wee1 degr inh -0.4.
For Fc1ccc(/C=N/n2cnn(Cc3ccccc3Cl)c2=S)cc1 the results were Hck-Nef inh 22.2, Runt-CBFb FRET 14.9, FXIa inh 4.3, hK5 inh 3.3, 14-3-3 Bad inh 5.3, Runt-SMMHC FRET 1.6, FXIIa inh 1536 6.7, Thrombin inh 5.5 and Wee1 degr inh -0.5.
Cc1ccc(Oc2ccc3c(c2)C(=O)N(c2cccc4cccnc24)C3=O)cc1 was read as Hck-Nef inh 0.6, Runt-CBFb FRET -1.3, FXIa inh -0.9, hK5 inh 4.2, 14-3-3 Bad inh -3.5, Runt-SMMHC FRET 2.2, FXIIa inh 1536 16.0, Thrombin inh 6.8 and Wee1 degr inh 2.2.
Screening Clc1ccccc1Cn1nnc(-c2cccs2)n1 returned Hck-Nef inh -7.9, Runt-CBFb FRET -1.3, FXIa inh -0.4, hK5 inh -19.4, 14-3-3 Bad inh -6.1[fluorescence artefact?], Runt-SMMHC FRET 1.2, FXIIa inh 1536 4.0, Thrombin inh 2.6 and Wee1 degr inh 6.3.
CCOC(=O)Cc1csc(NC(=O)c2ccco2)n1 was read as Hck-Nef inh 0.1, Runt-CBFb FRET -0.8, FXIa inh -6.0, hK5 inh 2.9, 14-3-3 Bad inh -0.5, Runt-SMMHC FRET -0.8, FXIIa inh 1536 0.3, Thrombin inh -2.4 and Wee1 degr inh 0.3.
For C=CCn1cc(C(=O)NCCCOCC)c(=O)c2cc(S(=O)(=O)N(CC)CC)ccc21 the results were Hck-Nef inh 0.3, Runt-CBFb FRET -1.7, FXIa inh -3.4, hK5 inh -18.1, 14-3-3 Bad inh 3.7, Runt-SMMHC FRET 1.0, FXIIa inh 1536 8.4, Thrombin inh -22.2 and Wee1 degr inh -1.6.
Screening CCOc1ccc(N(C(=O)c2ccccc2Cl)C2=NC(C)(C)CS2)cc1 returned Hck-Nef inh 20.1, Runt-CBFb FRET -1.5, FXIa inh 7.4, hK5 inh 12.4, 14-3-3 Bad inh -12.4, Runt-SMMHC FRET 1.2, FXIIa inh 1536 10.9, Thrombin inh 4.0 and Wee1 degr inh -2.5.
`CC(C)(C)N/N=C/c1c(O)n(-c2ccc(Cl)cn2)c(=O)c2ccccc12` gave Hck-Nef inh 8.4, Runt-CBFb FRET 0.2, FXIa inh 6.2, hK5 inh -13.7, 14-3-3 Bad inh -18.8, Runt-SMMHC FRET 19.5, FXIIa inh 1536 14.5, Thrombin inh -1.7 and Wee1 degr inh -0.4.
